From PubChem
PME-1 inh: PME-1 inhibitors via competitive probe labeling, primary screen, biochemical, fluorescence polarization, FP-Rh probe, HTS; hit rate 0.53% among 320,000; Protein phosphatase methylesterase 1 (Homo sapiens), Q9Y570; recombinant PME-1; inhibition, % at 5.9 µM;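 active means inhibition above the campaign mean of all compounds plus 3 SD, cut at about 26% in these data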;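 further: competitive labeling of PME-1 active site by serine hydrolase directed probe; 0% = PME-1 with DMSO and 100% = wells lacking PME-1 enzyme; inhibitors block probe labeling so polarization falls and inhibition rises; many of its hits are not listed in these tables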
Target sequence (Q9Y570 whole entry, looked up): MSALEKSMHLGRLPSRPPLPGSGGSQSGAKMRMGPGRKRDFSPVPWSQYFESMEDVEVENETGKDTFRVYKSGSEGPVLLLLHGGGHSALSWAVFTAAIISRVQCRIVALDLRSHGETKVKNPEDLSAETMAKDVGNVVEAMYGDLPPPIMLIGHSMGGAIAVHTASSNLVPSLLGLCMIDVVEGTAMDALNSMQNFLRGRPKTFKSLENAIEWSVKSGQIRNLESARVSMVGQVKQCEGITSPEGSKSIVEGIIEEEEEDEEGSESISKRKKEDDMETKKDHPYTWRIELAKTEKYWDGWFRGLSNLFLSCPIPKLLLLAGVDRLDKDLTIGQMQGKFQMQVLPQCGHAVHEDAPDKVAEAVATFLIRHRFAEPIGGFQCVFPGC
LYPLA2 inh: LYPLA2 inhibitors, primary screen, counter-screen for PME1 inhibitor project, biochemical, fluorescence polarization, FP-Rh probe ABPP. hit rate 0.38% among 320,000. AID 2177, 2009. Acyl-protein thioesterase 2 (Homo sapiens), O95372. recombinant LYPLA2. inhibition, % at 5.9 µM;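 active means inhibition above the screen-wide mean plus 3 SD, limit set per campaign, cut at about 26% in these data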;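 further: 0% = LYPLA2 with DMSO and 100% = wells lacking LYPLA2 enzyme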
PAFAH1B2 FP inh: PAFAH1B2 enzyme inhibitors, primary screen, biochemical, fluorescence polarization, human; Platelet-activating factor acetylhydrolase IB subunit alpha2 (Homo sapiens), P68402; recombinant PAFAH1B2, FP-rhodamine activity probe; inhibition, % at 3.39 µM; hit rate 1.2% among 340,000;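 active means inhibition above the mean of all tested compounds plus 3 SD, cut at about 24% in these data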;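 further: 0% = enzyme with DMSO and 100% = wells lacking PAFAH1B2; many of its hits are not listed in these tables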
PAD4 inh: human PAD4 inhibitors, primary screen, biochemical, fluorescence polarization, 1536-well format; Protein-arginine deiminase type-4 (Homo sapiens), Q9UM07; recombinant PAD4, RCA probe fluorescence polarization; inhibition, % at 6.36 µM; hit rate 0.41% among 330,000;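 active means percent inhibition above a cutoff equal to the mean of all tested compounds plus 3 SD, cut at about 15% in these data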;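 further: 0% = PAD4 with RCA probe and DMSO and 100% = probe without PAD4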
PREPL inh: PREPL enzyme inhibitors, primary screen, biochemical, fluorescence polarization | Prolyl endopeptidase-like (Homo sapiens), Q4J6C6 | recombinant PREPL, fluorescence polarization activity-based probe | inhibition, % at 5.96 µM | hit rate 0.68% among 320,000; in the data active means inhibition above about 43%;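 further: 0% = enzyme with DMSO and 100% = wells lacking enzyme; many of its hits are not listed in these tables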
LYPLA1 inh: LYPLA1 inhibitors, primary screen, counter-screen for PME1 inhibitor project, biochemical, fluorescence polarization, FP-Rh probe ABPP; Acyl-protein thioesterase 1 (Homo sapiens), O75608; recombinant LYPLA1; inhibition, % at 5.9 µM; hit rate 0.16% among 320,000;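 active means inhibition above the mean of all tested compounds plus 3 SD, set per campaign, cut at about 14% in these data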;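 further: inhibitors block serine hydrolase probe labeling of LYPLA1 so polarization falls; 0% = enzyme with DMSO and 100% = wells lacking LYPLA1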
pPAFAH inh: pPAFAH enzyme inhibitors, primary screen, biochemical, fluorescence polarization, human. Platelet-activating factor acetylhydrolase (Homo sapiens), Q13093. recombinant pPAFAH, FP-rhodamine probe fluorescence polarization. inhibition, % at 3.39 µM. hit rate 1.5% among 330,000;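 active means inhibition above the mean inhibition across the screen plus 3 SD, cut at about 25% in these data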;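 further: inhibitors block binding of the rhodamine activity-based probe so polarization drops; 0% = enzyme with DMSO and 100% = wells lacking pPAFAH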
Target sequence (Q13093 whole entry, looked up): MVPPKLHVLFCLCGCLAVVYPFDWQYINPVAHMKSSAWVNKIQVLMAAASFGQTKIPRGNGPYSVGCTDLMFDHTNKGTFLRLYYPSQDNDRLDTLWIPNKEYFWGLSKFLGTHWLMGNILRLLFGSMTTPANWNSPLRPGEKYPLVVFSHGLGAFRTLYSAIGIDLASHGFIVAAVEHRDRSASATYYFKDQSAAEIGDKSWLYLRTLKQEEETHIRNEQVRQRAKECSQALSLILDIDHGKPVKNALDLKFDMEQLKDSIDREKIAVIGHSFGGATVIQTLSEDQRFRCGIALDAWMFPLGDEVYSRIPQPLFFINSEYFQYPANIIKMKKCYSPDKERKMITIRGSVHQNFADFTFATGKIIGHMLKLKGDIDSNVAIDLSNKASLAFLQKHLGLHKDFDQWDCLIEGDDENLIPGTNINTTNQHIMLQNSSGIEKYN
GSTO1 counter: inhibitors of recombinant GSTO1, primary screen, counter-screen for RBBP9 inhibitor project, biochemical, fluorescence polarization. activity-based probe fluorescence polarization. inhibition, % at 5.96 µM. hit rate 1.1% among 300,000. AID 1974, 2009;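 active means inhibition above the campaign mean inhibition plus 3 SD, cut at about 35% in these data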;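 further: 0% = GSTO1-1 with DMSO and 100% = wells lacking GSTO1-1 enzyme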
PAFAH1B3 inh: PAFAH1B3 enzyme inhibitors, primary screen, biochemical, fluorescence polarization, human. inhibition, % at 3.39 µM. Platelet-activating factor acetylhydrolase IB subunit alpha1 (Homo sapiens), Q15102. recombinant PAFAH1B3, FP-rhodamine probe. AID 492972, 2010. hit rate 0.28% among 340,000;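 active means inhibition above the screen-wide average of all tested compounds plus 3 SD, cut at about 25% in these data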;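 further: 0% = enzyme with DMSO only and 100% = wells lacking PAFAH1B3 protein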
Target sequence (Q15102 whole entry, looked up): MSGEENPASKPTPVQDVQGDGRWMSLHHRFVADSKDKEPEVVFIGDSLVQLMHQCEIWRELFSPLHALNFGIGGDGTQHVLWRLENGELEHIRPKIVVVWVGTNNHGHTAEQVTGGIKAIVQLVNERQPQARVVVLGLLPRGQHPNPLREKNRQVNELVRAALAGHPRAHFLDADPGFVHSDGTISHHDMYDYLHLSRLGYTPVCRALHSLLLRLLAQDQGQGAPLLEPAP
Active calls of the source: *; . = not tested or not shown; & = joins results of further samples. The list is partial (hit frequency here may not be typical).

1) COC(=O)c1ccc(C(=O)Nc2ccc3c(c2)C(=O)NC3=O)cc1
2) Cn1cccc1C(=O)N1CCN(c2cccc(C(F)(F)F)c2)CC1
3) CSCC[C@@H](Nc1nc(-c2ccccc2)nc2c1oc1ccccc12)C(=O)O
4) CCc1cc2c(=O)c(-c3nc(C)cs3)coc2cc1OC(C)C(=O)NCCO (stereo unspecified)
5) COc1cccc(-c2nc(Oc3cccc(C)c3C)c3ccccc3n2)c1O
6) CCOC(=O)C(=O)NC(C)c1ccccc1 (stereo unspecified)
7) Cc1noc(C)c1S(=O)(=O)N(C)CC(=O)NCc1ccccc1
8) CCOC(=O)c1c(C)[nH]c2ccc(O)cc12
Assay by compound,1,2,3,4,5,6,7,8
PME-1 inh,-11,-3,-10,3,1,-1,-8,3
LYPLA2 inh,-7,7,-8,-5,1,-4,-3,3
PAFAH1B2 FP inh,-1,3,1,-7,-1,3,3,0
PAD4 inh,1,-3,-11,0,7,-3,3,4
PREPL inh,20,-8,6,1,10,-1,-1,13
LYPLA1 inh,-7,3,-4,-4,0,0,-1,1
pPAFAH inh,3,6,-7,4,0,0,0,0
GSTO1 counter,2,1,-36,5,9,-2,0,10
PAFAH1B3 inh,-4,-2,4,7,6,10,9,0

9) COc1ccc(NS(=O)(=O)c2c(C(=O)N3CCCCCC3)c(C)n(C)c2C)cc1
10) O=C1c2cccnc2C(=O)N1CNc1ccc(Cl)cc1
11) COc1ccc(N2C(=O)NC(NC(=O)C(C)(C)C)(C(F)(F)F)C2=O)cc1 (stereo unspecified)
12) O=C(NCc1cccnc1)c1cc(S(=O)(=O)N2CCOCC2)c(Cl)cc1Cl
13) COc1cc(C(C)=O)ccc1OCC(=O)Nc1ccc(C)c(S(=O)(=O)N2CCCCCC2)c1
14) Cc1nonc1OCCn1c([N+](=O)[O-])cnc1C
15) COc1cccc(Nc2nc3ccccc3nc2NS(=O)(=O)c2cccs2)c1
16) CCOC(=O)c1sc(N(Cc2ccccc2)C(=O)CSc2ncn[nH]2)nc1C
Assay by compound,9,10,11,12,13,14,15,16
PME-1 inh,-2,3,-4,6,-5,-3,20,-10
LYPLA2 inh,-1,-2,0,-1,-7,-6,-1,7
PAFAH1B2 FP inh,0,6,-4,2,6,-2,11,6
PAD4 inh,0,-2,-2,1,8,3,-2,1
PREPL inh,30,1,-5,26,-5,-3,5,-3
LYPLA1 inh,3,-4,-2,-1,-4,-1,2,-3
pPAFAH inh,1,1,4,-2,1,1,32*,2
GSTO1 counter,3,0,-2,-2,.,-2,29,4
PAFAH1B3 inh,6,6,3,-3,-1,10,-1,9

Looked up by structure from above:
12) O=C(NCc1cccnc1)c1cc(S(=O)(=O)N2CCOCC2)c(Cl)cc1Cl
15) COc1cccc(Nc2nc3ccccc3nc2NS(=O)(=O)c2cccs2)c1
11) COc1ccc(N2C(=O)NC(NC(=O)C(C)(C)C)(C(F)(F)F)C2=O)cc1 (stereo unspecified)
9) COc1ccc(NS(=O)(=O)c2c(C(=O)N3CCCCCC3)c(C)n(C)c2C)cc1
Assay by compound,12,15,11,9
PME-1 inh,6,20,-4,-2
LYPLA2 inh,-1,-1,0,-1
PAFAH1B2 FP inh,2,11,-4,0
PAD4 inh,1,-2,-2,0
PREPL inh,26,5,-5,30
LYPLA1 inh,-1,2,-2,3
pPAFAH inh,-2,32*,4,1
GSTO1 counter,-2,29,-2,3
PAFAH1B3 inh,-3,-1,3,6

Carrying on:
17) Cc1ccccc1NCc1ccccc1O
18) COc1ccc(Oc2cn[nH]c2-c2ccc(O)cc2O)cc1
19) Cc1ccc(C(=O)C(C)OC(=O)CN2C(=O)NC3(CCCC3)C2=O)cc1 (stereo unspecified)
20) CCOc1cc(CNCc2ccncc2)cc(Cl)c1OC
21) Cc1c(Br)c([N+](=O)[O-])nn1CC(=O)Nc1nccs1
22) O=C(NCc1ccc(F)cc1)Nc1ccc(Cl)cc1
23) O=c1cc(C(F)(F)F)oc2c1ccc1ccccc12
24) CCCOc1ccc(-c2nnn(CC(=O)Nc3cccc(C(=O)OC)c3)n2)cc1
Assay by compound,17,18,19,20,21,22,23,24
PME-1 inh,-6,4,-4,-3,-9,0,1,-22
LYPLA2 inh,0,0,-1,0,1,-2,4,-23
PAFAH1B2 FP inh,7,-1,0,-3,-1,0,-1,-10
PAD4 inh,1,-3,-1,0,-2,-1,3,-2
PREPL inh,2,7,5,-4,19,-4,-5,0
LYPLA1 inh,0,0,1,1,-2,-4,6,-14
pPAFAH inh,-2,9,1,0,-9,1,1,-2
GSTO1 counter,13,1,11,-1,6,0,7,-1
PAFAH1B3 inh,6,12,8,1,8,-4,8,-23

25) COc1ccc(NC(=S)Nc2ccccc2)cc1
26) COc1ccc(N2C(=O)c3ccccc3NC2c2ccc(OC)c(CSc3ccccn3)c2)cc1 (stereo unspecified)
27) O=C(Nc1ccc(F)c(Cl)c1)C1CCCC1
28) CC(C)NS(=O)(=O)c1ccc(OCC(=O)Nc2ccccc2F)cc1
29) CCC[C@H]1COCCS(=O)(=O)N1Cc1ccc(Br)cc1
30) CC(C(=O)Nc1nccs1)c1ccc([N+](=O)[O-])cc1 (stereo unspecified)
31) Cc1c(NC(=O)c2cc(-c3ccc(Cl)s3)nc3ccccc23)c(=O)n(-c2ccccc2)n1C
32) O=C(O)CCC(=O)Nc1ccc(N2CCCCCC2)cc1
Assay by compound,25,26,27,28,29,30,31,32
PME-1 inh,-2&-1,0,6,-4,1,3,-1,-1
LYPLA2 inh,0&-2,-5,1,6,1,11,8,0
PAFAH1B2 FP inh,4&1,0,.,-1,.,9,-6,1
PAD4 inh,0&0,-6,3,-1,-2,4,-4,2
PREPL inh,-5&-2,0,-14,4,5,16,2,16
LYPLA1 inh,-3&-2,-1,-1,1,1,1,4,0
pPAFAH inh,5&3,0,0,2,-3,1,3,20
GSTO1 counter,3&1,6,0,-1,8,7,-2,5
PAFAH1B3 inh,6&2,-2,.,7,.,4,-3,3

Profiles, looked up by structure:
CCC[C@H]1COCCS(=O)(=O)N1Cc1ccc(Br)cc1 is listed with PME-1 inh: 1; LYPLA2 inh: 1; PAFAH1B2 FP inh: .; PAD4 inh: -2; PREPL inh: 5; LYPLA1 inh: 1; pPAFAH inh: -3; GSTO1 counter: 8; PAFAH1B3 inh: .
O=C(O)CCC(=O)Nc1ccc(N2CCCCCC2)cc1 is listed with PME-1 inh: -1; LYPLA2 inh: 0; PAFAH1B2 FP inh: 1; PAD4 inh: 2; PREPL inh: 16; LYPLA1 inh: 0; pPAFAH inh: 20; GSTO1 counter: 5; PAFAH1B3 inh: 3

The listing continues:
33) COc1ccc(NS(=O)(=O)c2cc(NC(=O)c3nc4nc(C)cc(C)n4n3)ccc2C)cc1
34) CC(C)[C@H](NC(=O)OCc1ccccc1)C(=O)NC(C=O)Cc1ccccc1 (stereo partly specified)
35) CCn1cc(S(=O)(=O)NC(C)c2cc(OC)ccc2OC)cn1 (stereo unspecified)
36) COc1cccc(NC(=S)NC(=O)c2cccnc2)c1
37) CCN(CC)c1ccc(/C=C(\C#N)C(=O)NCc2ccccc2)cc1
38) CC1(C)Cc2cccc(C(=O)Nc3ccncc3)c2O1
39) CSCCC(C(=O)NC1=NCCS1)N1C(=O)c2ccccc2C1=O (stereo unspecified)
40) COc1ccc(C(=O)CSc2nnc(CN3CCCCC3)n2-c2ccc(Cl)cc2)cc1OC
Assay by compound,33,34,35,36,37,38,39,40
PME-1 inh,2,4,4,0,10,2,3,0
LYPLA2 inh,-4,-2,10,2,6,5,-4,-5
PAFAH1B2 FP inh,-1,6,-6,5,-1,6,1,-3
PAD4 inh,1,3,2,-1,-2,-6,3,-2
PREPL inh,-2,9,6,-4,5,0,1,2
LYPLA1 inh,-2,-2,3,0,-1,4,-2,-2
pPAFAH inh,-6,0,-3,1,13,-1,4,5
GSTO1 counter,-1,7,1,-2,5,4,-1,9
PAFAH1B3 inh,6,1,-2,9,4,-2,-4,7

41) CCn1c(C)nc2cc(C(=O)N/N=C/c3ccc(N4CCOCC4)cc3)ccc21
42) Nc1nc(N2CCCCC2)nc(N(c2ccccc2)c2ccccc2)n1
43) CC(=O)Nc1ccc(S(=O)(=O)NNC(=O)C2CCCCC2)cc1
44) COc1cccc(/C=N/n2c(COc3ccccc3)n[nH]c2=S)c1
45) CCOC(=O)N1CCN(c2ccc(C(=O)c3cccc(F)c3)cc2)CC1
46) Cc1cc(NC(=O)CCN2C(=O)/C(=C/c3ccccc3F)SC2=S)no1
47) NS(=O)(=O)c1ccc(NC(=O)COC(=O)c2ccc(S(=O)(=O)N3CCOCC3)cc2)cc1
48) Clc1ccc(SCCOCCN2CCCCC2)cc1
49) CC(Sc1cccc2cccc(C(=O)O)c12)C(=O)O (stereo unspecified)
50) CCN(Cc1nc(-c2ccccc2)no1)C(=O)COc1cccc(OC)c1
51) CC(=O)c1c(C)[nH]c(C(=O)NC2CCSc3ccccc32)c1C (stereo unspecified)
Assay by compound,41,42,43,44,45,46,47,48,49,50,51
PME-1 inh,-3,-5,2,-5,2,-8,.,0,3,-3,8
LYPLA2 inh,-2,-7,2,6,12,0,.,1,5,-4,2
PAFAH1B2 FP inh,1,0,0,3,4,.,5,19,0,3,4
PAD4 inh,-8,-5,-3,1,4,-1,-3,2,-4,-3,-5
PREPL inh,16,-2,0,0,11,-2,5,27,6,4,2
LYPLA1 inh,-1,-2,-1,1,9,1,.,-3,1,2,0
pPAFAH inh,3,2,0,5,5,3,0,4,7,1,2
GSTO1 counter,10,0,-1,5,-2,3,.,-4,2,1,-1
PAFAH1B3 inh,4,9,-7,1,-6,.,11,-6,2,3,2

Rewritten in markdown: three of the compounds above
| nr | Compound | PME-1 inh | LYPLA2 inh | PAFAH1B2 FP inh | PAD4 inh | PREPL inh | LYPLA1 inh | pPAFAH inh | GSTO1 counter | PAFAH1B3 inh |
| --- | --- | --- | --- | --- | --- | --- | --- | --- | --- | --- |
| 24 | CCCOc1ccc(-c2nnn(CC(=O)Nc3cccc(C(=O)OC)c3)n2)cc1 | -22 | -23 | -10 | -2 | 0 | -14 | -2 | -1 | -23 |
| 25 | COc1ccc(NC(=S)Nc2ccccc2)cc1 | -2&-1 | 0&-2 | 4&1 | 0&0 | -5&-2 | -3&-2 | 5&3 | 3&1 | 6&2 |
| 26 | COc1ccc(N2C(=O)c3ccccc3NC2c2ccc(OC)c(CSc3ccccn3)c2)cc1 (stereo unspecified) | 0 | -5 | 0 | -6 | 0 | -1 | 0 | 6 | -2 |
